High-throughput results as filed in PubChem BioAssay.
Tb PFK block: T. brucei PFK enzyme inhibition | AID 485367 | O15648 | hit rate 0.17% among 330,000 | T. brucei PFK, ADP-Glo luminescence | Potency, µM (top dose mostly 57.5 µM), inactives show top-dose activity, negative = inhibition, actives largely listed as inhibitors;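 further: potency means the concentration at half of the fitted maximal effect; 0% = uninhibited 1x PFK enzyme wells and -100% = no-enzyme wells; nearly all actives have a fitted effect of over 60% in size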
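1.25 nM PFK with 0.5 mM F6P and 0.1 mM ATP in 0.1 M TEA pH 8.0, 5 mM MgCl2, incubated 45 min at room temperature; ADP measured by ADP-Glo luminescence; compounds titrated up to 57 uM.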
ELG1 DNA repair: blocks ELG1-dependent DNA repair in HEK293T cells; HEK293T ELG1-luciferase reporter, luminescence, 16 h; DNA damage induced by 5-fluorouridine; Potency, µM (titrated, usually from 46.1 µM), without a hit: at the highest dose activity change, negative = inhibition, most hits filed as inhibitors; hit rate 2.3% among 330,000; AID 504467; further: potency means the concentration at half of the fitted maximal effect; on the % scale 0 is the no-effect control and ±100 the full control effect; nearly all actives have a fitted effect of over 55% in size
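Cells (2,000 per well) received 5-fluorouridine plus test compound or DMSO and were incubated 16 hr at 37 °C, 5% CO2. Luciferase activity was read by luminescence 30 min after ONE-Glo addition; signal suppression marked inhibition of damage-induced ELG1 function.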
TCR activator: activates T cell receptor signaling; Potency, µM (series often up to 9.22 µM), for the others: at the highest dose activation of IL-2 secretion, hits mostly activators; primary human leukocytes, anti-CD3, IL-2 HTRF, 48 h; AID 504894; 330,000 tested, under 10 active; further: % of control where 0% means no effect
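HTRF read-out of IL-2 secretion: europium cryptate donor excited at 320nm, d2 acceptor emission at 665nm. Cells were primary human leukocytes incubated 48 hr with compounds and a-CD3 beads, supplying TCR signal only.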
TSG101-PTAP inh: blocks PTAP/TSG101 interaction to inhibit HIV-1 budding; Q99816; Fluorescence polarization, FITC-PTAP peptide / Tsg101 binding; Potency, µM (titrated, usually from 115 µM), for inactives: at the top dose activity change, negative = inhibition, hits mostly inhibitors; 340,000 tested, under 10 active; active means well fitted inhibition curve with a large enough effect in the main read-out, with a control signal flat, not every such curve was filed as active; inconclusive means small, poorly fitted or top-dose-only effect, or effect the other way, or a change in a side signal; inactive means no such curve, though single readings can be large or run the other way; further: potency means the concentration at half of the fitted maximal effect; % of control where 0% means no effect
Target sequence (Q99816 whole entry, looked up): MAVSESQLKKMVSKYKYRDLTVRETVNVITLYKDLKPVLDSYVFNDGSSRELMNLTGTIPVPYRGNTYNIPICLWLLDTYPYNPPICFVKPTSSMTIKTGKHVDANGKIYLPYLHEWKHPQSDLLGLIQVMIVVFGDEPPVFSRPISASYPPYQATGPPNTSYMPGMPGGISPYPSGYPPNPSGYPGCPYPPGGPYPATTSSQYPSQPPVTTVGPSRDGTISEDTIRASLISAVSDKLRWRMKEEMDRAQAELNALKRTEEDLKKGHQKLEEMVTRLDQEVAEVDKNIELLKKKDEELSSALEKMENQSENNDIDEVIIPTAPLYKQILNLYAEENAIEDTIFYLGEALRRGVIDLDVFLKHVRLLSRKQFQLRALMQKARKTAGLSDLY
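Fluorescence polarization binding of Tsg101 binding domain (10 uM final) to FITC-labeled PTAP peptide (50 nM final) in HEPES pH 7.5 buffer with NaCl, Tween 20, EDTA, TCEP. Compounds added before peptide; binding 20 min at RT.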
uPA surface inh: blocks generation of uPA at the cell surface; Potency, µM (series often up to 38.3 µM), for inactives: top-dose activity change, negative = inhibition, usual class: inhibitors; cell surface uPA generation assay, qHTS; AID 540303; hit rate 0.31% among 330,000; active means well fitted inhibition curve with a large enough effect; inconclusive means small, poorly fitted or top-dose-only effect; inactive means no such curve, though single readings can be large or run the other way; tested in mouse RAW 264.7 cells; further: potency means the concentration at half of the fitted maximal effect; on the % scale 0 is the no-effect control and ±100 the full control effect; nearly all actives have a fitted effect of over 55% in size
BCR signal inh: chronic active BCR signaling inhibition | ABC-DLBCL IkBa-CBG/CBR reporter, luminescence ratio, 4 h | Potency, µM (top dose mostly 46.1 µM), without a hit: at the top dose ratio change, negative = lower green/red ratio, most hits filed as inhibitors | hit rate 0.05% among 340,000; active means well fitted inhibition curve with a large enough effect in the signal ratio, with a control signal flat, not every such curve was filed as active; inconclusive means small, poorly fitted or top-dose-only effect, or effect the other way, or a change in a side signal; the % refers to the signal ratio;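 further: potency means the concentration at half of the fitted maximal effect; plate controls were basal doxycycline-induced cells for no effect and cells given 10 µM MG132 for full effect; MG132 reads +100%, hits lower the ratio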
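Cell line TMD8 (human ABC DLBCL), stably expressing tet-inducible CBG68-IkBa fusion and CBR; IMDM/0.5% FBS; cpd up to 46 uM; dox induction, 4 h, 37C/5% CO2; dual luminescence; green/red ratio; MG132 control.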
TSHR antag: blocks TSH signaling through the human TSH receptor. activity change, negative = inhibition, % at 11.5 µM. TSHR-expressing cells, TSH-stimulated cAMP HTRF, 2 h; hits give low values. hit rate 0.2% among 330,000. AID 504810. P16473;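 active means activity change below a set negative limit, meaning inhibition stronger than a set level, cut at about -70% in these data; inconclusive means activity change between two set negative limits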; further: on the % scale 0 is the no-effect control and ±100 the full control effect
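Antagonism was scored as loss of TSH-driven cAMP in TSHR cells, stimulated with 4nM TSH (EC80) for 2 hours at 37 deg C and detected by homogeneous HTRF competition immunoassay.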
Mito fusion yeast: inhibitors of mitochondrial division or activators of mitochondrial fusion; Potency, µM (doses to about 46.1 µM), inactives show at the highest dose growth rescue (activation), actives largely listed as activators; AID 485298; S. cerevisiae fusion-defective mutant growth rescue, CellTiterGlo 48 h; hit rate 0.23% among 320,000;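 further: potency means the concentration at half of the fitted maximal effect; % of control where 0% means no effect; nearly all actives have a fitted effect of over 45% in size; temperature-sensitive fusion mutants such as fzo1-1 at 37 °C on non-fermentable ethanol glycerol medium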
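Luminescent cell viability in 1536-well qHTS format served as the measure of rescued growth in ts fusion-mutant S. cerevisiae cultured on non-fermentable YPEG for 48 hours at 37C.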
USP2a inh: inhibitors of human ubiquitin-specific protease USP2a; Potency, µM (titrated, usually from 38.3 µM), without a hit: at the top dose activity change, negative = inhibition, most hits filed as inhibitors; AID 463254; O75604; hit rate 0.01% among 330,000; USP2 core, Ub-CHOP2 coupled fluorogenic reporter, 485/531;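 further: potency means the concentration at half of the fitted maximal effect; plate controls were DMSO wells for no effect and full inhibition by NEM control for full effect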
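USP2 core (10nM final) preincubated 30min RT with compound in 20mM Tris-HCl pH 8.0, 2mM CaCl2, 2mM beta-mercaptoethanol, 0.05% CHAPS; 25nM Ub-CHOP2 plus 25nM reporter substrate added, fluorescence (Ex485/Em531) read after 60min.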
Eya2 inh: Eya2 (human) phosphatase inhibition; O00167; recombinant Eya2, OMFP fluorescence dephosphorylation (OMFP is methylfluorescein phosphate); Potency, µM (doses to about 76.9 µM), without a hit: top-dose activity, negative = inhibition, hits mostly inhibitors; hit rate 0.006% among 330,000; AID 488837; further: potency means the concentration at half of the fitted maximal effect; on the % scale 0 is the no-effect control and ±100 the full control effect
Target sequence (O00167 whole entry, looked up): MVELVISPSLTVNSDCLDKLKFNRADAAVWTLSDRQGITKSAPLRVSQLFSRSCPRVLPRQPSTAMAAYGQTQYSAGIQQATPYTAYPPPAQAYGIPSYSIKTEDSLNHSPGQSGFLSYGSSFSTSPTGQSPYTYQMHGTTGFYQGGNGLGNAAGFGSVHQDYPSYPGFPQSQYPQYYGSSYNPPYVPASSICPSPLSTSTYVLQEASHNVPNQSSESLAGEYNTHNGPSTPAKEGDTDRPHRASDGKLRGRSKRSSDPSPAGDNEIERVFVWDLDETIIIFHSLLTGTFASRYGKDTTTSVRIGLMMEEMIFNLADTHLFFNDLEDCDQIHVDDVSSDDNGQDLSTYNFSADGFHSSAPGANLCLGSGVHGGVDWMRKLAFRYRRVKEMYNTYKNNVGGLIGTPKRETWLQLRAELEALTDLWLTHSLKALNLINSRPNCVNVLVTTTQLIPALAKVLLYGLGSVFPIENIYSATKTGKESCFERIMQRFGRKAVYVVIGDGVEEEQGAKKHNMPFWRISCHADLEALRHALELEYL
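Eya2 (0.2 uM) preincubated 10 min at ambient with compound, then OMFP substrate added at 50 uM; 10 min reaction in 50 mM HEPES pH 7.5, 50 mM NaCl, 5 uM MgCl2, 0.05% BSA, 1 mM DTT. Fluorescence read at Ex 485/Em 525 nm.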
B2AR arrestin: recruits beta-arrestin to the human beta2-adrenergic receptor. beta-arrestin recruitment to beta2AR, cell-based reporter. Potency, µM (doses to about 46.1 µM), for the others: top-dose activation, usual class: activators. hit rate 0.02% among 330,000;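 further: potency means the concentration at half of the fitted maximal effect; 0% = DMSO controls and full agonism = EC100 isoproterenol or metaproterenol; nearly all actives have a fitted effect of over 65% in size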
The depositor's hits bear a star; ? = inconclusive; . = no result given; [ ] = dose if it differs, or a comment. Unless noted, the call rests on the fitted dose curve; in most records, active means well fitted curve in the direction sought with a large enough effect; inconclusive means small, poorly fitted or top-dose-only effect, or another doubt; inactive means no such curve, though single readings can be large; an effect the other way counts as inactive or inconclusive.

SMILES	Tb PFK block	ELG1 DNA repair	TCR activator	TSG101-PTAP inh	uPA surface inh	BCR signal inh	TSHR antag	Mito fusion yeast	USP2a inh	Eya2 inh	B2AR arrestin
Cc1cc2cc(CN(Cc3cccs3)Cc3nnnn3CC3CCCO3)c(=O)[nH]c2cc1C (configuration not stated)	-3%	?	-3%	-16%	-7%	?	-4	0%	2%	-34%	-0.2%
CC(=O)Nc1ccc(C(=O)CCl)cc1	0%	-11%	12%	-3%	?	?	18	?	-1%	20%	3.4%
CCCc1nnc(SCC(=O)N2CCCCC2C)n1CC (configuration not stated)	0%	4%	.	-4%	-1%	-10%	3	-4%	-1%	1%	-0.4%
Cc1ccc(C(OCCN(C)C)c2cccc(C(F)(F)F)c2)cc1 (configuration not stated)	-1%	6%	-5%[46.1 µM]	-2%	3%	?	2	-12%	0%	-1%	-0.2%
COC(=O)C(C)(C(=O)OC)c1ccc(C(F)(F)F)cc1[N+](=O)[O-]	0%	6%	4%	-4%	1%	2%	-3	2%	10%	14%	-0.4%
COCCNC(=O)NC(=O)COC(=O)c1cccn1C	-3%	?	-13%	0%	5%	-2%	11	-8%	0%	1%	0.1%
CSCCC(NC(=O)c1ccco1)C(=O)NCC1CCCO1 (configuration not stated)	0%	9%	27%	-2%	8%	3%	2	-4%	0%	4%	0.1%
Cc1ccc(N(C(=O)c2csnn2)C(C(=O)NC(C)(C)C)c2ccncc2)cc1 (configuration not stated)	0%	6%	-15%	-11%	-9%	7%	2	0%	0%	-1%	-0.4%
CC1CCN(C(=O)COC(=O)c2ccc(F)c(S(=O)(=O)N3CCOCC3)c2)CC1	-4%	0%	0%	.	-28%	6%	-10	0%	2%	1%	0.2%
CC(C)CN(C(=O)CCNC(=O)c1ccc([N+](=O)[O-])cc1)C1CCS(=O)(=O)C1 (configuration not stated)	7%	13%	-6%	0%	3%	-1%	-4	.	4%	-3%	-0.1%
O=C(O)Cc1nc(-c2cccnc2)sc1-c1ccc(Br)cc1	5%	?	1%	-1%	4%	7%	-10	1%	1%	3%	-0.8%
COc1ccc(S(=O)(=O)N2CCCCCC2)cc1NS(=O)(=O)c1cc(C(=O)O)cc(C)c1C	0%	15%	1%	1%	5%	5%	0	2%	2%	-5%	0.2%
CCOc1cc(CNCCc2ccc(S(N)(=O)=O)cc2)cc(Cl)c1OCc1ccccc1	1%	0%	1%	-1%	.	0%	-5	-3%	-10%	-16%	-1.1%
CCOC(=O)CNC(=O)CN1C(=O)CCSc2ccccc21	6%	5%	-3%	-5%	.	2%	0	-2%	1%	5%	-0.9%
COc1ccc2cc3cc(C(=O)Nc4ccccc4N4CCN(C)CC4)oc3nc2c1	-4%	-23%	4%	-3%	-7%	-4%	8	-1%	1%	5%	-0.2%
COC(=O)c1ccc(COC(=O)CNC(=O)c2cccc(OC)c2)o1	1%	20%	0%	1%	2%	3%	4	1%	1%	15%	0.4%
O=C(c1cc(COc2ccc(F)cc2Cl)on1)N1CCCC(OCc2cccnc2)C1 (configuration not stated)	0%	-10%	-3%	-1%	-2%	-4%	-7	-4%	-1%	0%	0.4%
Cc1nn(-c2ccccc2)cc1/C=N/O	-2%	3%	1%	-7%	5%	-1%	1	1%	-4%	20%[15.4 µM]	0.2%
O=C(Oc1ccccc1)c1ccc(NC(=O)c2ccco2)cc1	-4%	?	-3%[46.1 µM]	-1%	4%	?	4	12%	2%	-1%	3.9%
CC(C)[C@@H](CO)NC(=O)c1ccc2c3n(nc2c1)-c1ccc(Cl)cc1CO3	1%	?	-6%	-2%	-15%	12%	2	8%	4%	-5%	-0.5%
CCc1nnc(NC(=O)CCC(=O)NCc2ccccc2OC)s1	-4%	-9%	4%	-7%	-2%	2%	-4	-4%	0%	3%	-0.1%
O=C(O)c1ccccc1OCCOCCOc1ccccc1C(=O)O	0%	20%	-10%	-4%	.	?	-10	0%	1%	4%	-0.2%
COc1ccc(NS(=O)(=O)c2cc(NC(=O)c3cccc(OCc4c(C)noc4C)c3)ccc2OC)cc1	3%	?	-7%	0%	-2%	4%	-20	-5%	-6%	-6%	-2.0%
COc1cc(OC)c2c(-c3cccc(-c4ccc(OC)c(F)c4)c3)cc(=O)oc2c1	1%	25%	-3%[46.1 µM]	1%	?	?	-4	.	-1%	-3%	-0.8%
Cc1ccc(S(=O)(=O)N2CCOCC2)cc1C(=O)NCc1cn2ccsc2n1	1%	30%	0%	-3%	9%	2%	-14	0%	-1%	9%	-0.6%
Cc1ccccc1/C=N/NC(=O)CSc1nc2ccccc2o1	1%	?	5%[46.1 µM]	-4%	1%	?	-3	0%	2%	-6%	-0.3%
Cc1ccc(Sc2c(C=O)c3ccccc3n2C)cc1	7%	5.8µM*	-3%	-5%	-2%	-12%	-9	?	2%	1%	-0.1%
O=S(=O)(c1ccc(Cl)nc1)N1CCC(Cc2ccccc2)CC1	-1%	?	-7%	0%	18%	1%	.	.	2%	?	-0.2%
Cc1noc(C)c1S(=O)(=O)N(C)Cc1ccccc1	2%	6%	-4%	-5%	-7%	6%	1	17%	-1%	6%	-0.1%
CC(C)CN(C(=O)C1CCCO1)C1CCS(=O)(=O)C1 (configuration not stated)	-2%	?	-3%	-4%	0%	-5%	0	2%	0%	11%	0.5%
Cc1ccc(NC(=O)C(=O)NCC2CCCN2S(=O)(=O)c2cccs2)cc1C (configuration not stated)	2%	?	2%	-2%	-1%	?	-20	19%	3%	21%	-0.1%
CCOC(=O)c1cc(C)nc(S(C)(=O)=O)c1C#N	-5%	?	-8%	-1%	-11%	?	-9	0%	0%	0%	4.5%
Cc1ccc(NC(=O)Cn2nc(C(F)(F)F)c3c2CCC3)cc1	0%	-3%	0%	-10%	.	-1%	-6	-5%	3%	-10%	0.0%
CC(C)N(CCNC(=O)c1ccc(CS(=O)(=O)c2c(Cl)cccc2Cl)o1)Cc1ccccc1	-1%	12%	-12%	-1%	-4%	-7%	-10	3%	-1%	0%	-0.1%
COCCNc1nc(N)c([N+](=O)[O-])c(N2CCCCCC2)n1	-1%	-15%	1%	-4%	-5%	0%	-4	9%	-1%	2%	-0.9%
CCc1cc2c(=O)c(-c3cscn3)coc2c(CN(C)C)c1O	3%	-23%	-6%	1%	0%	?	-2	-5%	-2%	1%	-0.3%
Cc1c(C)c2c(OCC(=O)N3CCC(C(=O)O)CC3)cc3c(c2oc1=O)CCC(C)(C)O3	-3%	22%	1%	-1%	-2%	-11%	-18	0%	-1%	-16%	0.4%
CCc1cc(-c2[nH]ncc2-c2ccc([N+](=O)[O-])cc2)c(O)cc1OC	3%	0%	-6%	-2%	8%	-5%	-5	-4%	-2%	-9%	-0.1%
COc1cccc(Nc2nc3ccc(C(=O)c4ccccc4)cc3n3cnnc23)c1	1%	-27%	3%	-11%	5%	?	-9	-16%	1%	-6%	-0.4%
CCC1CCCCN1CCCNC(=O)CSc1nc2nc(C)c(Cc3ccc(C)cc3)c(C)n2n1 (configuration not stated)	0%	-16%	2%	0%	-7%	-14%	5	-2%	3%	1%	-0.2%
CCOC(=O)C(C)N1N=C(/C=C/c2ccc(C)cc2)CCC1=O (configuration not stated)	-14%	0%	-3%	-5%	.	-1%	-1	4%	3%	8%	-0.1%
O=C(/C=C/c1cccc([N+](=O)[O-])c1)OCC(=O)N1CCOCC1	0%	?	3%	-3%	-6%	0%	-5	5%	1%	-15%	0.3%
CCOC(=O)/C(C#N)=N/Nc1ccccc1OC	-2%	?	2%[46.1 µM]	0%	0%	?	11	1%	5%	-4%	-0.4%
COc1ccc2c(c1)CCc1c(C(=O)Nc3c(C)n(C)n(-c4ccccc4)c3=O)noc1-2	0%	-8%	2%	-4%	1%	4%	10	-2%	4%	9%	-0.2%
CC(C)C[C@H](NC(=O)c1nc[nH]c1C(=O)NC1CCNCC1)C(=O)OCc1ccccc1	-2%	?	-2%	0%	8%	5%	7	-1%	2%	-11%	-0.3%
Nc1cccc(-n2nncc2-c2ccc(Cl)cc2)c1	-1%	-18%	.	.	.	1%	-10	-4%	0%	-11%	2.8%
COc1ccc([C@]23Cc4cc(OC)c(OC)cc4C(O2)c2c(cc(C)oc2=O)O3)cc1	1%[11.5 µM]	.	.	.	.	10%[9.22 µM]	.	0%[9.22 µM]	0%[7.66 µM]	-4%[15.4 µM]	-1.8%[9.22 µM]
CCSc1nc2c(c(=O)[nH]c(=O)n2C)n1C	4%	11%	.	-5%	1%	3%	-5	8%	2%	21%	0.5%
